TDP1 cell CPT – DT40-hTDP1 cell growth loss with CPT; chicken DT40 Tdp1-/-;hTDP1 cells + 20 nM CPT, ATP luminescence, 48 h; Potency, µM (doses to about 46.2 µM), inactives show at the highest dose activity change, negative = growth inhibition, usual class: inhibitors; actives 12% (n = 420,000); AID 686979; note: nearly all actives have a fitted effect of over 55% in size
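Chicken DT40 Tdp1-/- cells stably complemented with human TDP1 were seeded at 400 cells/well in medium containing 20 nM camptothecin, exposed to pin-transferred compounds, and grown at 37 °C for at least 48 hr. Viability was read as ATP luminescence.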
GCN5L2 inh – GCN5L2 (KAT2A) acetyltransferase inhibition | Q92830 | GCN5L2 HAT assay, ThioGlo1 CoA-SH fluorescence | Potency, µM (top dose mostly 58.9 µM), for the others: at the top dose activity change, negative = inhibition, usual class: inhibitors | actives 0.21% (n = 390,000)
Target sequence (Q92830 whole entry, looked up): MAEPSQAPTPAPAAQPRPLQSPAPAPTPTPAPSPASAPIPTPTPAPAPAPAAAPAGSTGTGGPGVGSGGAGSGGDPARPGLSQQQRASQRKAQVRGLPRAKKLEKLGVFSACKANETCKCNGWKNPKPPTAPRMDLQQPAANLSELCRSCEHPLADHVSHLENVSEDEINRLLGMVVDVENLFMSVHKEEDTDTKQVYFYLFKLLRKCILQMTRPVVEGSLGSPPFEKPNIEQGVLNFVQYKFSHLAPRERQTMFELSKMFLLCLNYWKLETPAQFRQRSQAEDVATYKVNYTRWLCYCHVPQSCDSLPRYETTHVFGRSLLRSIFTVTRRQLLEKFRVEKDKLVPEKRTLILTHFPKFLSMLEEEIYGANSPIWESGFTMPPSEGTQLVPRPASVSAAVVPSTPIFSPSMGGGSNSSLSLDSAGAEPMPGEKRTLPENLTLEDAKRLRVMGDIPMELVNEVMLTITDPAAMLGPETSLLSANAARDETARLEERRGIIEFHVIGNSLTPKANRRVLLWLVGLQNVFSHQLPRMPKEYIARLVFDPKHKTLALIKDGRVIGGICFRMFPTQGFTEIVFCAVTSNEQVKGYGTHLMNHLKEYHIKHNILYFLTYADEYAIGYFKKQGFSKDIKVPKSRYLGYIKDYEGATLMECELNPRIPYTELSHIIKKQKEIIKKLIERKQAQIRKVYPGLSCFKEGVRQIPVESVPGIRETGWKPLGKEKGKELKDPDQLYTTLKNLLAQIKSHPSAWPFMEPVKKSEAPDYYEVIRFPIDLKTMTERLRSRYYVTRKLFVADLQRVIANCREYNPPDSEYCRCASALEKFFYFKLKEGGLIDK
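Titration-based screen in which CoA formation is detected via maleimide probe ThioGlo1 (50uM) turning fluorescent on thiol reaction; substrates H3(1-25) 75uM and acetyl-CoA 70uM, GCN5L2 20nM, 20 min incubation at room temperature.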
DT40 TDP1 no CPT – qHTS for Inhibitors of human tyrosyl-DNA phosphodiesterase 1 (TDP1): qHTS in cells in absence of CPT; actives 15% (n = 420,000); AID 686978, 2013; DT40 Tdp1-/- hTDP1 cells, no CPT, ATP luminescence, 48 h; Potency, µM (titrated, usually from 46.2 µM), for inactives: at the top dose activity change, negative = growth inhibition, actives largely listed as inhibitors; note: nearly all actives have a fitted effect of over 55% in size
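Luminescent ATP content (CellTiter-Glo) served as the growth readout. Knockout chicken DT40 cells expressing human TDP1 were exposed to compounds without camptothecin for a minimum 48 hr at 37 °C.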
* = called active by the depositor; ? = inconclusive; · = no result given; [ ] = dose if it differs, or a comment. Calls come from the whole dose curve; as a rule, active = well fitted curve in the direction sought with a large enough effect; inconclusive = small, poorly fitted or top-dose-only effect, or another doubt; inactive = no such curve, though single readings can be large; an effect the other way counts as inactive or inconclusive. % is set by controls: 0 for no effect and ±100 for the full control effect; potency is the fitted concentration of half-maximal effect. Only part of the results is shown; count on the stated rates, not on these rows.

SMILES | TDP1 cell CPT | GCN5L2 inh | DT40 TDP1 no CPT
Clc1ccc(Cl)c(OCc2cc(-c3ccccc3Cl)on2)c1 | -15% | -12% | ?
CCOc1ccc(CC(=O)NCc2cn3c(C)csc3n2)cc1 | 1% | -1% | -21%
COC(=O)[C@]1(C)N[C@H](CN(C)S(=O)(=O)c2ccc(F)cc2)[C@@H]2C(=O)N(Cc3ccccc3)C(=O)[C@@H]21 | -13% | 0% | -24%
CCOC(=O)c1[nH]c2ccc(OC)cc2c1NC(=O)CN1CCc2ccccc2C1 | 26µM* | -14% | 16µM*
CCC(=O)NCCc1c[nH]c2ccccc12 | 22% | · | 1%
CC1CCN(CC(O)COCCC23CC4CC(CC(C4)C2)C3)CC1 (centres undefined) | 21µM* | -1% | 21µM*
O=C(O)c1cc(O)ccc1-c1ccc(O)cc1 | 4% | 0% | 0%
O=C(O)C1CCCCC1C(=O)Nc1ccccn1 (centres undefined) | 1% | -4% | 1%
CC1Cc2ccccc2N1Cc1cccc([N+](=O)[O-])c1 (centres undefined) | 1% | -4% | -1%
CCOc1ccccc1N1CCN(C(=S)NCc2ccc(Cl)cc2)CC1 | ? | -14% | -14%
COc1ccc(NC(=O)C2CC(c3cc(OC)c(OC)c(OC)c3)=NO2)cc1OC (centres undefined) | ? | -7%[0.501 µM] | ?
CCCCC(c1nnnn1CCOC)N1CCN(c2cccc(OC)c2)CC1 (centres undefined) | -28% | -1% | -24%
CCOC(=O)c1nnc(-c2ccccc2)[nH]c1=O | -28% | -5% | 8%
Cc1ccc(-c2nc3cccc(C)n3c2Nc2ccc3c(c2)OCO3)o1 | 23µM* | -3% | ?
CN(C)c1ccc(NC(=O)COC(=O)CNC(=O)c2cccs2)cc1 | -1% | 2% | 1%
CCCS(=O)(=O)NC(=O)C1(C)CCN(C(=O)c2ccc(C(F)(F)F)nc2C)C1 (centres undefined) | -5% | · | 4%
COc1ccc(CNC(=O)c2ccc3c(c2)NC(=O)C(CS(=O)(=O)Cc2ccccc2Cl)N3)cc1 (centres undefined) | ? | -3% | ?
COCCNC(=S)Nc1cc(S(=O)(=O)N2CCOCC2)ccc1N1CCCCC1 | 21µM* | -29% | 16µM*
CC(C)C(=O)N(Cc1ccc(F)cc1)Cc1nc2ccccc2c(=O)[nH]1 | ? | -26% | ?
Cc1cccc2sc(N(Cc3cccnc3)C(=O)c3cccs3)nc12 | -7% | -9% | -16%
Cc1ccnc(NC(=O)Cc2c(F)cccc2Cl)c1 | ? | 2% | -26%
Cc1cc(C)n(C(C)CC(=O)Nc2ccc(-c3ccno3)cc2)n1 (centres undefined) | -23% | -3% | 2%
Cc1ccccc1-c1ccc2ncnc(NCc3cccnc3)c2c1 | ? | -8% | ?
CNC(CC(=O)O)C(=O)O (centres undefined) | 10% | · | 0%

Look-ups from above:
DT40 TDP1 no CPT result of `CCCS(=O)(=O)NC(=O)C1(C)CCN(C(=O)c2ccc(C(F)(F)F)nc2C)C1` (centres undefined) stands at 4%
GCN5L2 inh result of `COCCNC(=S)Nc1cc(S(=O)(=O)N2CCOCC2)ccc1N1CCCCC1` stands at -29%
GCN5L2 inh result of `COc1ccc(CNC(=O)c2ccc3c(c2)NC(=O)C(CS(=O)(=O)Cc2ccccc2Cl)N3)cc1` (centres undefined) stands at -3%
GCN5L2 inh result of `Cc1ccnc(NC(=O)Cc2c(F)cccc2Cl)c1` stands at 2%
GCN5L2 inh result of `Cc1ccc(-c2nc3cccc(C)n3c2Nc2ccc3c(c2)OCO3)o1` stands at -3%

Going on with the list:
SMILES | TDP1 cell CPT | GCN5L2 inh | DT40 TDP1 no CPT
CC(NC(=O)Nc1ccc(F)cc1F)c1ccncc1 (centres undefined) | -2% | 3% | 10%
C=CCN(C(=O)c1csnn1)C(C(=O)NC1CCCC1)c1c(F)cccc1Cl (centres undefined) | 4% | -9% | -13%
Fc1ccc(N2CCN(c3ncnc4nc[nH]c34)CC2)cc1 | -5% | -1% | -2%
CC/C(C)=N/Nc1nc2sc3c(c2c(=O)[nH]1)CC(C)(C)OC3 | 2% | -4% | -27%
Fc1ccccc1-c1n[nH]c(=S)n1CC1CCCO1 (centres undefined) | 3% | -9% | -3%
CC1CN(S(=O)(=O)c2ccc(C(=O)NN3CCN(C)CC3)cc2)CC(C)O1 (centres undefined) | -2% | 3% | 5%
COC(=O)c1cc(OC)cc(O)c1C(=O)c1c(O)cc(C)cc1O | 8% | -25% | -20%
O=C(Cn1cc(C(=O)c2ccco2)c2ccccc21)Nc1ccccc1Cl | -8% | -3% | -21%
CCc1ccc(C2C(C#N)=C(N)SC(N)=C2C#N)s1 | -10% | ? | -22%
CNc1nc(-c2ccoc2)nc2ccccc12 | 1% | -17% | 0%
CC(C)c1ccc(NC(=O)CN2C(=O)NC3(CCCC3)C2=O)cc1 | ? | -2% | ?
COc1ccc(/C(C)=N\O)cc1OC | 2% | 1% | -18%
Cc1ccc(NC(=O)Cn2cc(C(=O)C3CCCCC3)c3ccccc32)c(C)c1 | ? | -1% | ?
O=C(OCC(=O)N1CCc2ccccc2C1)c1ccc(F)cc1Cl | 4% | -9% | -15%
CC1(c2ccc(Cl)cc2Cl)NC(=O)N(CC(=O)N2CCN(C(=O)c3ccco3)CC2)C1=O (centres undefined) | ? | -1% | ?
COC(=O)CN(c1ccccc1F)S(=O)(=O)c1ccc(C)cc1 | 0% | -8% | -18%
NC(Cc1ccccc1)C(=O)O (centres undefined) | -2% | · | -3%
O=C(c1ccco1)N1CCC2(CC1)CCN(c1cccc(-c3ccccc3)c1)CC2 | ? | -19% | ?
COc1ccc(NC(=O)CN2CCc3ccccc3C2)cc1S(=O)(=O)N1CCOCC1 | -11% | 3% | -6%
COc1ccccc1NC(=O)C1=C(C)Nc2ncnn2C1c1cccs1 (centres undefined) | -1% | -2% | ?
COc1ccc(Nc2cc(C)c3cc(NC(=O)COc4cccc(C)c4)ccc3n2)cc1 | 16µM* | -9% | 15µM*
O=C(COC(=O)Cc1ccc(Cl)cc1Cl)Nc1ccc(OC(F)F)cc1 | 1% | -6% | 3%
CCc1nn2c(=O)cc(COC(=O)c3ccco3)nc2s1 | -13% | -5% | -9%
CC(C)CCNC(=O)c1onc(CSc2ccc(F)cc2)c1C(=O)NCCC(C)C | ? | -15% | ?

Two compounds picked at random from the list so far, as already listed:
SMILES | TDP1 cell CPT | GCN5L2 inh | DT40 TDP1 no CPT
COc1ccc(NC(=O)CN2CCc3ccccc3C2)cc1S(=O)(=O)N1CCOCC1 | -11% | 3% | -6%
NC(Cc1ccccc1)C(=O)O (centres undefined) | -2% | · | -3%

Next section:
SMILES | TDP1 cell CPT | GCN5L2 inh | DT40 TDP1 no CPT
O=C(COC(=O)c1cc[n+]([O-])cc1)Nc1cccc(F)c1 | 4% | 1% | -3%
Cc1cc(CNCc2cn(C)nc2-c2ccc(Oc3ccccc3)cc2)on1 | ? | -8% | ?
CC(O)(c1cccc(F)c1)c1nc(-c2cccc3cccnc23)cs1 (centres undefined) | ? | · | 26µM*
COc1cc(/C=N/n2c(-c3n[nH]c4c3CCC4)n[nH]c2=S)ccc1O | -18% | -1% | -6%
CC(C)[C@H](NC(=O)OCc1ccccc1)C(=O)OCC(=O)NC1CCCCC1 | -23% | -1%[0.501 µM] | -22%
CN(C)C(=O)c1ccc2c3c(cccc13)CC2 | 12% | -2% | 1%
CC1=NOC(=O)/C1=C/c1ccc(O)cc1 | ? | -4% | ?
CS(=O)(=O)N(CC(=O)N1CCN(Cc2ccccc2)CC1)C1CCCCC1 | -11% | 1% | -24%
CCOc1ccc(Oc2ccccc2NC(=O)CCNC(C)=O)cc1 | -6% | -1% | -9%
Cc1cc(OC(C)C)nc(NCc2ccccc2)n1 | ? | -14% | 13µM*
CCOC(=O)C1(C)CCCCCN1C(=O)c1ccccc1F (centres undefined) | -16% | · | -23%
CS(=O)c1ccc(/C=C2\C=Cc3ccccc32)cc1 (centres undefined) | ? | · | 20µM*

A section from the list above, as a working copy:
SMILES | TDP1 cell CPT | GCN5L2 inh | DT40 TDP1 no CPT
Cc1cc(OC(C)C)nc(NCc2ccccc2)n1 | ? | -14% | 13µM*
CCOC(=O)C1(C)CCCCCN1C(=O)c1ccccc1F (centres undefined) | -16% | · | -23%
CS(=O)c1ccc(/C=C2\C=Cc3ccccc32)cc1 (centres undefined) | ? | · | 20µM*

Later entries:
SMILES | TDP1 cell CPT | GCN5L2 inh | DT40 TDP1 no CPT
Cc1ccc(Cl)cc1N1CCN(C(=O)Cc2c(C(=O)O)c(C)cn2C)CC1 | ? | -5% | -13%
COC(=O)c1ccccc1NC(=S)NC(=O)c1ccc2c(c1)OCO2 | ? | ? | -30%
CSc1cccc(CN2CCN(CCC(C)C)C(CCO)C2)c1 (centres undefined) | 3% | -3% | ?
COCCNC(=O)C(c1ccc(Cl)cc1)N(CCOC)C(=O)CCC(=O)Nc1nccs1 (centres undefined) | -10% | -3% | ?
COCCn1c(=O)c(-c2cc(F)cc(F)c2)nc2cnc(N3CCNCC3)nc21 | ? | ? | 23µM*
CCO[C@@H]1OC(C(=O)NCc2ccccc2)=C[C@H](c2ccc3c(c2)OCO3)[C@H]1CCCO | -8% | -6% | -9%
COc1ccc(C(=O)/C=C/c2cn(CN3CCN(C)CC3)c3ccccc23)cc1 | -27% | -11% | ?
COc1cc(C(=O)N2CCN(CCc3ccccn3)CC2)cc(OC)c1OC | 3% | -5% | -18%
CCn1cc(C(=O)NCCC(=O)NCCO)c(=O)c2cc3c(cc21)OCO3 | 5% | 3% | -3%
CC1(C(=O)Nc2ccccc2F)CCN1C(=O)Cc1cc(F)ccc1F (centres undefined) | -1% | · | ?
CCSc1nnc([C@@H](NC(=O)OC(C)(C)C)C(C)C)o1 | 1% | 1% | -16%
CN(C)C1=NC[C@H](Cc2ccccc2)N1CC1CCCC1 | 15µM* | -1% | 23µM*
O=C(NC1CC2CCC(C1)N2Cc1ccco1)c1ccccc1 (centres undefined) | -12% | 0% | 1%
CC(=O)CSc1ccc(C(=O)O)cn1 | -30% | 2% | 4%
CCOC(=O)N1CCN(c2ncnc3nc[nH]c23)CC1 | -24% | 0% | ?
Cc1ccccc1NC(=S)NCc1cccs1 | -6% | 1% | ?
Cc1ccc(Cn2c(C)c(C(=O)NCc3cccs3)sc2=O)cc1 | ? | · | -30%
CCOc1ccc(NC(=O)CN(C)CC(=O)Nc2ccccc2SC)cc1OCC | ? | -2% | ?
O=C(CNC(=S)NC(=O)c1ccccc1Br)c1ccccc1 | -6% | -5% | -8%
O=C(Cc1nn[nH]n1)NCCC1=CCCCC1 | 0% | -6% | -19%
CC(C)C(NS(=O)(=O)c1ccccc1)C(=O)N1CCN(C(=O)c2ccco2)CC1 (centres undefined) | 0% | -2% | -15%
CCCc1nc2c(nnn2Cc2ccccc2Cl)c(=O)[nH]1 | -7% | 1% | 1%
CC(c1ccco1)N(C(=O)COc1ccc(Cl)cc1)c1ccccn1 (centres undefined) | ? | -11% | ?
NC(=O)c1ccsc1NC(=O)CSc1nncs1 | -9% | -4% | -7%
CN(CC(=O)Nc1ccc(Cl)c(C(F)(F)F)c1)C(=O)c1ccc(OCC2CCCO2)cc1 (centres undefined) | 18µM* | -5% | 16µM*
COc1ccccc1CNC(=O)CSc1ccc(-c2ccncc2)nn1 | ? | 0% | -18%
CN1/C(=C\C(=O)Nc2cccc(Cl)c2)C(C)(C)c2ccccc21 | ? | -14% | 23µM*
CCOc1ccccc1NC(=O)CCc1c(C)nn(-c2ccc(N3CCOCC3)nn2)c1C | ? | 25% | ?
O=C(C1CC1)N1N=C(c2ccc(Cl)cc2)CC1(O)C(F)(F)F (centres undefined) | -19% | -5% | -6%
COc1ccc(/C(C)=N/NC(=O)c2cc(C)[nH]n2)c(OC)c1 | 5% | -2% | -1%
CC(=O)Nc1ccc(S(=O)(=O)Nc2nc(C)nc3sc(C)c(C)c23)cc1 | -29% | -6% | 12%
CCOC(=O)c1ccccc1NC(=O)N1CCN(Cc2cc(=O)n3nc(-c4ccccc4)sc3n2)CC1 | -2% | 4% | -5%

Record cards, as listed above. Values in the order: TDP1 cell CPT	GCN5L2 inh	DT40 TDP1 no CPT
CN(CC(=O)Nc1ccc(Cl)c(C(F)(F)F)c1)C(=O)c1ccc(OCC2CCCO2)cc1 (centres undefined) across the screens: 18µM*	-5%	16µM*
COc1ccccc1CNC(=O)CSc1ccc(-c2ccncc2)nn1 across the screens: ?	0%	-18%
CCOc1ccccc1NC(=O)CCc1c(C)nn(-c2ccc(N3CCOCC3)nn2)c1C across the screens: ?	25%	?
CC(=O)Nc1ccc(S(=O)(=O)Nc2nc(C)nc3sc(C)c(C)c23)cc1 across the screens: -29%	-6%	12%

Screening results (PubChem BioAssay)
